Compound activity: PubChem, Sanford-Burnham Center for Chemical Genomics
mouse EphA4 binding – inhibitors of EphA4 binding to KYL peptide, primary screen, biochemical, colorimetric, mouse EphA4 (AID 689); EphA4-AP binding to KYL peptide, pNPP A405; higher % means a stronger effect; 62,000 compounds, 0.1% hits; inhibition, % at 10 µM, or IC50 in µM where a hit was titrated; in the data active = a potency from the dose series; inactive = the rest, 99 in 100 with inhibition below about 22%
* = called active by the depositor. This is a subset; count on the stated rates, not on these rows.

mouse EphA4 binding | smiles
3.9% | Cc1cc(C)cc(CC2CC(=O)N(c3ccc([N+](=O)[O-])cc3)C2=O)c1 (stereo unspecified)
-8.0% | CC1(C)CC(=O)c2cc(OCC(=O)N3CCCCCC3)ccc2O1
-14.8% | O=C1NC(=S)NC(=O)C1=Cc1ccc(Cl)cc1Cl
-12.3% | Cc1ccc(-n2c(Cc3cccn3C)nnc2SCC(=O)Nc2cc(C)on2)cc1
-3.1% | C#CCOc1ccc(Cl)cc1/C=N/O
-14.5% | COc1cccc(-n2c(SCc3c(C)noc3C)nnc2-c2cccc(S(=O)(=O)N(C)C)c2)c1
-14.1% | CC(C)CC(=O)N/C(N)=N/c1nc2ccccc2s1
-10.9% | O=c1[nH]c(=O)n(-c2cccc(C(F)(F)F)c2)c(O)c1C=C1C=CC=N1
20.8% | CNC(=O)c1ccc(Oc2ccc(C(=O)NC)cc2)cc1
-0.1% | O=C(Nc1cccnc1)C1(c2ccc(Cl)cc2)CCCC1
-1.2% | CCCOc1ccc2c(=O)c(-c3cc(C(=O)OC)oc3C)c(C)oc2c1
1.4% | CCN(CCCNC(=O)CCCN1C(=O)COc2ccc(C)cc21)c1cccc(C)c1
10.6% | CC(C)=C1C2C=CC1C1C(=O)N(c3ccccc3[N+](=O)[O-])C(=O)C21 (stereo unspecified)
8.0% | COCCNC(=O)c1ccccc1[N+](=O)[O-]
-6.7% | CCOC(=O)/C(=C/Nc1ccccc1)[N+](=O)[O-]
-5.7% | CC(C)(C)OC(=O)NCCc1nnc(SCC(=O)Nc2cccc(Cl)c2)o1
-0.3% | CCn1c(SCC(=O)Nc2ccc(N(C)C)cc2)nnc1-c1cccc(C)c1
-8.6% | Cc1cccc(C)c1OCc1nnc(SCC(=O)Nc2nccs2)o1
-7.7% | CNC(=S)NNC(=O)c1sccc1OCc1cccc(C(F)(F)F)c1
1.2% | COC(=O)CSc1nnc(-c2cccc(NC(=O)c3ccc(C)cc3)c2)n1C
-0.1% | CC(=O)CC1(C)OC(N)=C(C#N)C1(C#N)C#N (stereo unspecified)
-9.8% | Cc1c(C(=O)NC2CCCc3ccccc32)oc2ccc(S(=O)(=O)N3CCOCC3)cc12 (stereo unspecified)
0.8% | COc1ccccc1N1CCN(C(CNS(=O)(=O)c2ccccc2)c2cccnc2)CC1 (stereo unspecified)
-6.2% | CN(C)CC(=O)Nc1nc(-c2ccccc2)cs1
-7.0% | Cc1cc2cc(CN(Cc3ccco3)C(=O)C3CCCCC3)c(=O)[nH]c2cc1C
-8.8% | CCOc1ccc(S(=O)(=O)Nc2ccc(S(=O)(=O)N3CCCCC3)cc2)cc1
-12.1% | Cc1ccccc1NC(=O)Cc1c(O)c2ccccc2[nH]c1=O
-11.4% | CCc1ccc(N(C(=O)Cc2cccs2)C(C(=O)NC2CCCCC2)c2cn(C)nc2C)cc1 (stereo unspecified)
-0.7% | Fc1ccc2c(c1)C(c1ccncc1)=NNC(c1cccnc1)=N2
3.3% | CNC(=O)c1c[nH]n2c(=O)c(Cc3ccccc3F)c(C)nc12
-7.2% | O=C(c1ccccc1Cl)N1CCNCC1
4.4% | Cc1ccc(-n2c(SCC(=O)NCC3CCCO3)nnc2-c2ccoc2C)cc1 (stereo unspecified)
-0.5% | NC(=O)CSc1nnc(-c2ccc(S(=O)(=O)N3CCCC3)cc2)n1CC1CCCO1 (stereo unspecified)
-0.2% | Nc1ccc(Sc2cnn(-c3ccccc3)c(=O)c2Cl)cc1
-6.7% | Cc1cccc(NC(=O)c2ccccc2O)c1C
3.0% | Cc1[nH]c(=O)[nH]c(=O)c1S(=O)(=O)N1CCCC1
-4.5% | COc1ccc(-c2nnc(-c3cccnc3)o2)cc1
-22.4% | CCOC(=O)c1c(C)n(C)c2ccc(OC)c(NC(=O)CCN3CCSCC3)c12
1.0% | CN(CCc1ccccn1)S(=O)(=O)c1ccc(F)cc1
-9.6% | Brc1ccc(Oc2ncc(CN3CCOCC3)s2)cc1
1.7% | Nc1nc2nc(SCC(=O)N3CCCc4ccccc43)[nH]c2c(=O)[nH]1
8.4% | COc1cccc(C(=O)/C=C/c2ccc(SC)cc2)c1
-2.5% | CCn1nc(C(=O)Nc2ccc(C)c(C)c2)c(Cl)c1Cl
-4.1% | CCC(C)NC(=O)C1CC(c2ccc(OC)cc2)=NO1 (stereo unspecified)
-15.2% | CCN(CC)C(=O)C1CCCN(c2ccc([N+](=O)[O-])cc2/C=N/NC(=O)c2cccc([N+](=O)[O-])c2)C1 (stereo unspecified)

Reformatted: entries from further up
| SMILES | mouse EphA4 binding |
| --- | --- |
| Cc1cccc(C)c1OCc1nnc(SCC(=O)Nc2nccs2)o1 | -8.6% |
| CNC(=S)NNC(=O)c1sccc1OCc1cccc(C(F)(F)F)c1 | -7.7% |
| COC(=O)CSc1nnc(-c2cccc(NC(=O)c3ccc(C)cc3)c2)n1C | 1.2% |
| CC(=O)CC1(C)OC(N)=C(C#N)C1(C#N)C#N (stereo unspecified) | -0.1% |
| Cc1c(C(=O)NC2CCCc3ccccc32)oc2ccc(S(=O)(=O)N3CCOCC3)cc12 (stereo unspecified) | -9.8% |

Later entries
mouse EphA4 binding | smiles
6.2% | COCCCn1c(SCC(=O)N2CC(=O)Nc3ccccc32)nnc1-c1ccoc1C
3.6% | COc1cc(NC(=O)c2ccccc2)c(OC)cc1NC(=O)CN1CCOCC1
-1.1% | CS(=O)(=O)N(CC(=O)Nc1ccccc1)Cc1ccc(Cl)cc1
-5.0% | Cc1cc(N2C(=O)C(O)=C(C(=O)c3ccco3)C2c2ccc(O)cc2)no1 (stereo unspecified)
2.4% | CCc1cc(=O)oc2cc(C)cc(OCc3nn[nH]n3)c12
5.4% | COc1cccc(Nc2nc(-c3sc(NC(=O)CC(C)C)nc3C)cs2)c1
-16.8% | CCOc1ccccc1-n1c(SCC(=O)N(CC)CC)nnc1-c1ccccn1
-7.7% | O=C(NCc1ccccn1)c1cccc([N+](=O)[O-])c1
0.0% | Cc1ccc(C(=O)C(C)OC(=O)C2=COCCO2)cc1C (stereo unspecified)
-2.1% | Cc1ccc(-n2c(=O)c(C#N)cc3c(=O)n4ccccc4nc32)cc1C
-2.4% | Cc1ccc(-c2ncccc2OC(=O)C23CC4CC(CC(C4)C2)C3)cc1
-8.6% | Cc1nn(C)c(C)c1S(=O)(=O)NC1CCCC1
-13.7% | Cc1ccc(S(=O)(=O)N(C)CC(=O)Nc2cccc3c2CCCC3)cc1
-3.2% | CCN1CCN(C2=NC(=O)/C(=C/c3ccc(C)o3)S2)CC1
-2.3% | CCOC(=O)N1CCN(C(=O)CCSc2ccccc2)CC1
0.9% | Cc1ccc(-c2nc(NCCN3CCOCC3)c3ccccc3n2)cc1
-1.4% | Cc1ccc(NCC(=O)N/N=C\c2ccc([N+](=O)[O-])o2)cc1
-6.4% | Cc1ccc(C(=O)COC(=O)CCc2nc3ccccc3[nH]c2=O)cc1C
-3.9% | Cc1cc2nc(C(F)(F)F)[nH]c(=O)n2n1
9.3% | CN1/C(=C/C=C(/C#N)C(N)=O)C(C)(C)c2ccccc21
-6.8% | Cc1ccc2occ(C(c3nnnn3Cc3ccccc3)N3CCOCC3)c(=O)c2c1 (stereo unspecified)
-3.6% | N#Cc1c2c(c(NCc3ccco3)n3c1nc1ccccc13)CCC2
-8.3% | C=CCc1c(C)nc(C)nc1N/N=C/c1ccc(F)cc1
-19.9% | COC(=O)C(CCCC(C(=O)OC)C(=O)OC)C(=O)OC
-8.5% | COc1ccc(-c2nnc(SCC(=O)c3cccs3)o2)c(OC)c1
0.2% | O=C(Nc1cnc2ccccc2c1)c1ccncc1
-19.0% | COc1ccc(CCNC(=O)CSc2nnc(-c3ccccc3)o2)cc1OC
-5.2% | CCOc1ccc(NC(=S)NC(=O)c2ccc(F)cc2)c([N+](=O)[O-])c1
-12.5% | O=C(CSc1nnc(-c2ccncc2)n1-c1ccccc1)N1CCN(c2ccc(Cl)cc2)CC1
5.2% | CCOc1ccc(NC(=O)CSc2nc3ccccc3c(=O)n2CCNC(C)=O)cc1
-9.1% | CCCOc1ccc(C(=O)Nn2c(C)nc3ccccc3c2=O)cc1
-1.5% | CCOC(=O)CC(=O)Nc1ccc(C)cc1
-10.7% | COc1ccc(N2C(=O)C3CCCN3C2c2cccc(Br)c2)cc1 (stereo unspecified)
2.7% | CCOC(=O)N1CCN(c2c(Nc3ccc4c(c3)OCCO4)c(=O)c2=O)CC1
-5.3% | O=C(c1ccc(CS(=O)(=O)c2ccc(Br)cc2)o1)N1CCN(c2ncccn2)CC1
-11.7% | CCn1c(CNC(=O)Cc2ccc(OC)cc2)nnc1SCC(=O)c1ccc(Br)cc1
-5.9% | Cc1ccc(C(=O)NC(C)CCc2ccccc2)cc1[N+](=O)[O-] (stereo unspecified)
-1.7% | CC(C)(C)c1cc(Br)ccc1OCC(=O)Nc1ncn[nH]1
-3.4% | CCOC(=O)c1c(-c2cccc([N+](=O)[O-])c2)csc1NC(=O)C1CC1
-10.3% | O=C(NCCNC(=O)c1cc(OCC(F)(F)F)ccc1OCC(F)(F)F)Nc1cccc(C(F)(F)F)c1
-10.3% | Cc1cc(C)n(C(=O)c2cc3ccccc3c(=O)o2)n1
1.5% | COc1ccccc1NC(=O)c1cc(Nc2ccc(F)c(F)c2)nc2ccccc12
-5.0% | COc1ccc(Cl)cc1NC(=S)N1CCN(C(=O)c2ccco2)CC1
4.2% | O=C(CN1CCOCC1)Nc1nc2ccc(F)cc2s1
-12.1% | COc1ccc(-c2noc(CN3CCC(Cc4ccccc4)CC3)n2)cc1

Looked up by structure from the list above:
mouse EphA4 binding | smiles
-11.7% | CCn1c(CNC(=O)Cc2ccc(OC)cc2)nnc1SCC(=O)c1ccc(Br)cc1
-5.9% | Cc1ccc(C(=O)NC(C)CCc2ccccc2)cc1[N+](=O)[O-] (stereo unspecified)
-10.7% | COc1ccc(N2C(=O)C3CCCN3C2c2cccc(Br)c2)cc1 (stereo unspecified)
-9.1% | CCCOc1ccc(C(=O)Nn2c(C)nc3ccccc3c2=O)cc1
-1.7% | CC(C)(C)c1cc(Br)ccc1OCC(=O)Nc1ncn[nH]1
-1.5% | CCOC(=O)CC(=O)Nc1ccc(C)cc1

(next part)
mouse EphA4 binding | smiles
-11.3% | CC(C)Cn1c(CNC(=O)c2ccccc2)nc2ccccc21
-11.4% | CCSc1nnc([C@H](C)NC(=O)OC(C)(C)C)o1
-6.5% | COc1ccccc1NC(=O)C1=C(C)Nc2nc(-c3ccccc3)nn2C1c1ccccn1 (stereo unspecified)
-8.7% | CCC1NC(=S)N(C2CCCCC2)C1=O (stereo unspecified)
-5.3% | Cc1cccc(NC(=O)C(=O)NCCCOC(C)C)c1
-9.4% | CC1CCCCC1NC(=O)c1cncc(Br)c1 (stereo unspecified)
3.0% | Cn1c(Cn2nnc3ccccc32)nnc1SCC(=O)N1c2ccccc2Sc2ccccc21
-14.5% | CS(=O)(=O)N1CCN(C2CCC(c3ccccc3)CC2)CC1 (stereo unspecified)
-10.3% | CC(=O)NC1(C(F)(F)F)N=C2SCCN2C1=O (stereo unspecified)
5.5% | CSCCC(NS(=O)(=O)c1ccc2c(c1)OCCO2)C(=O)NCCc1ccccn1 (stereo unspecified)
-8.9% | CCN(C(=O)CN1CCN(c2ccc(O)cc2)CC1)c1c(N)n(Cc2ccccc2)c(=O)[nH]c1=O
-1.6% | O=C(/C=N/O)NCCCn1ccnc1
-11.3% | COc1ccc(OC)c(NC(=O)CN(c2ccc(OC)c(Cl)c2)S(C)(=O)=O)c1
-6.9% | CC(=O)C1C(c2ccccc2OC(F)F)NC(=O)NC1(O)C(F)(F)F (stereo unspecified)
-0.5% | CCCCCCCC(=O)NNC(=O)Cc1ccccc1
-8.7% | COc1ccc(CNC(=O)c2c(-c3cc(Cl)c(OC)c(Cl)c3)noc2C)cc1
3.1% | O=C(N/N=C/c1ccc2ccccc2c1)c1ccc(COc2ccc3c(c2)CCC3)o1
2.2% | CCc1ccc(NC(=O)c2cc(C(C)C)on2)cc1
17.3% | O=C(NCc1ccccc1)c1ccc(CN2CCOCC2)cc1
1.3% | COCCNC(=O)CS(=O)Cc1nc(-c2ccc(OC)cc2)oc1C (stereo unspecified)
3.6% | CC(C)C[C@H](N)c1nnc(S(=O)(=O)Cc2ccc(F)cc2)o1
2.5% | CCn1c(COc2cccc(OC)c2)nnc1SCC(=O)Nc1ccccc1C(=O)OC
-13.7% | CCOc1cccc2sc(=NC(=O)c3ccc(S(=O)(=O)N4CCOCC4)cc3)n(C)c12
-13.2% | Cc1ccc(C(=O)c2c(NC(=O)c3cccnc3)sc3c2CCCC3)cc1
-12.2% | Cc1cccc(-n2ncc3c(NCc4ccccn4)ncnc32)c1
-13.6% | O=S(=O)(Nc1cccnc1)c1ccc(F)cc1
7.0% | NC(=O)c1ccsc1NC(=O)COC(=O)C1CCCN1C(=O)c1cccs1 (stereo unspecified)
-17.0% | CC1=NN(C(=O)OC(C)(C)C)C(O)(C(F)(F)F)C1 (stereo unspecified)
-9.5% | COc1cc(OC)cc(-c2nnc(SCC(=O)N3CCCC3)o2)c1
-7.0% | c1ccc(Cn2c(CNc3nc4ccccc4n3CCN3CCOCC3)nc3ccccc32)cc1
-3.4% | Brc1ccc(C2=CC(c3cccs3)n3ncnc3N2)cc1 (stereo unspecified)
4.3% | Cn1c(SCC(=O)N2CCCc3ccccc32)nnc1-c1ccco1
-1.2% | CC(NC(=O)Cc1c(F)cccc1Cl)C1CCCO1 (stereo unspecified)
-1.1% | COC(=O)c1ccccc1NC(=O)Cn1cnc2c(cnn2-c2ccccc2)c1=O
-7.2% | CCCN1C(=O)c2cc(C(=O)Nc3ccccc3CC)ccc2C1O (stereo unspecified)
-0.9% | CCOc1cc(C(=S)N2CCCCC2)ccc1OS(=O)(=O)c1ccc(Cl)cc1
-13.0% | Cc1cc(NC(=O)CSc2nnc(-c3ccco3)n2CC2CCCO2)no1 (stereo unspecified)
-8.0% | CC(=O)c1cccc(N2C(=O)c3ccc(Oc4ccc([N+](=O)[O-])cc4)cc3C2=O)c1

A draw from above in order of formula weight, largest number first:
mouse EphA4 binding | smiles
-8.0% | CC(=O)c1cccc(N2C(=O)c3ccc(Oc4ccc([N+](=O)[O-])cc4)cc3C2=O)c1
-13.0% | Cc1cc(NC(=O)CSc2nnc(-c3ccco3)n2CC2CCCO2)no1 (stereo unspecified)
-3.4% | Brc1ccc(C2=CC(c3cccs3)n3ncnc3N2)cc1 (stereo unspecified)
4.3% | Cn1c(SCC(=O)N2CCCc3ccccc32)nnc1-c1ccco1
